Screens: PubChem BioAssay, several laboratories
SUMO Mot1 rescue = yeast Mot1-301 growth rescue at high temperature, primary screen, SUMOylation pathway inhibitor project, S. cerevisiae, ATP luminescence, 38.5C | S. cerevisiae Mot1-301 growth rescue; percent above DMSO median, 100 means doubled | growth rescue, % at 18.8 µM | 320,000 tested, 1% active | AID 2716, 2010;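 active = every valid replicate shows activation above 250% relative to neutral control wells; inactive = the rest, any valid replicate at or below 250%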;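 also: OY570 slx delta 5 strain wells were the positive control but not used for scaling; some compounds called inactive have numbers as strong as hits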
CDK5 inh = inhibitors of human CDK5/p35 kinase, primary screen, biochemical, single concentration; Recombinant CDK5/p35, ADP-Glo luminescence, 60 min; inhibition, % at 10 µM; 330,000 tested, 0.01% active; AID 488839, 2010;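 active = highest replicate inhibition of at least 50% and at least 75% of replicates reaching 50%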;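 also: plate controls were DMSO neutral control for no effect and GW8510 at 10 µM for full effect; many of its hits are not listed in these tables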
SR-BI HDL uptake = inhibitors of SR-BI mediated HDL lipid uptake, primary screen, ldlA[mSR-BI] cells, fluorescence, single point | Scavenger receptor class B member 1 (Mus musculus), Q61009 | ldlA[mSR-BI] CHO cells, DiI-HDL uptake fluorescence, 3 h | inhibition, % at 12.5 µM | 320,000 tested, 0.96% active | AID 488896, 2010;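 active = mean replicate inhibition of at least 70% and a set share of replicates each scoring 70 or more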;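 also: 0% = median of neutral control wells and 100% = median of positive control wells; values of inactives mirror those of a sister screen read the other way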
PKA-R2B activ = activators of PKA-R2B holoenzyme, primary screen, biochemical, fluorescence polarization, Cy5-IP20, human. PKA-R2B holoenzyme dissociation; R2B truncated from residue 108, S112A mutant; 0% DMSO only, 100% 113 µM cGMP. activation, % at 11.4 µM. cAMP-dependent protein kinase catalytic subunit beta (Homo sapiens) + cAMP-dependent …. 340,000 tested, 0.079% active;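 active = activation above a cutoff set at the mean over all compounds plus 3 SD, cut at about 18% in these data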;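 also: higher means more holoenzyme dissociation and a rise in polarization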
dFosB activator = activators of delta FosB homodimer, primary screen, biochemical, fluorescence polarization, TAMRA-CDK5 oligo, single point | activation, % at 25 µM | purified delta FosB; percent of positive-control signal above neutral wells | AID 493131, 2011 | 340,000 tested, 0.99% active;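 active = mean activation above about 17%, with every replicate also reaching it, limit read from the data, passing the limit was not always enough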;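 also: fluorescence polarization rise as delta FosB binds a TAMRA Cdk5 AP-1 oligo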
Arrestin-AP2 inh = inhibitors of beta-arrestin/AP2 binding, primary screen, biochemical, GPCR trafficking, flow cytometry; beta-arrestin 1 C-terminal peptide binding to AP2 beta2-adaptin appendage (human); FITC-arrestin peptide / GST-AP2 beads; AP2 beta2 appendage carries R879A mutation; inhibition, % at 10 µM; 340,000 tested, 0.31% active;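 active = inhibition above a set limit, near 3 SD of compounds lacking own fluorescence, cut at about 54% in these data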;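 also: plate controls were DMSO wells for no effect and 5 µM unlabelled arrestin peptide for full effect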
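System: GST-AP2 R879A glutathione beads. Medium: PBS with 0.05% Tween 20 and 0.1% BSA. Also added: FITC-arrestin peptide, 50 nM. Incubation: 12 min plus 1 h, RT. Measured by: high-throughput flow cytometry of beads, ex 488, em 535 nm. Evaluation: percent drop in bead-associated FITC signal.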
PKA-R1A act = activators of PKA-R1A holoenzyme, primary screen, biochemical, fluorescence polarization, Cy5-IP20, bovine R1A, mouse PKAc; AID 504707, 2011; PKA-R1A dissociation; scaled: DMSO 0%, 113 µM cGMP 100%; 340,000 tested, 0.083% active; activation, % at 11.4 µM; cAMP-dependent protein kinase type I-alpha regulatory subunit (Bos taurus) + …;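 active = percent activation above the mean of all tested compounds plus 3 SD, cut at about 19% in these data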;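 also: higher means more PKAc released from R1A so a rise in polarization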
SR-BI uptake up = activators of SR-BI mediated DiI-HDL uptake, primary screen, ldlA[mSR-BI] CHO cells, DiI fluorescence; 3 h; 100 = double the neutral-control signal; activation, % at 12.5 µM; 320,000 tested, 0.096% active;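 active = mean replicate activation of at least 60% and every replicate at or above 60%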;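 also: 0% = median plate neutral-control signal and 100% = twice that signal; values of inactives mirror those of a sister screen read the other way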
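Assay system: CHO ldlA[mSR-BI] cells, LDL receptor-null, SR-BI overexpressing; medium: Ham's F12 with 0.5% BSA, HEPES 25 mM, pH 7.4; also added: DiI-HDL 10 µg/mL; timing: 3 h uptake period with compound, 37 °C; signal: DiI fluorescence, bottom read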
DSG3 Ab inh = inhibitors of pemphigus antibody binding to DSG3, primary screen, biochemical, bead-based, flow cytometry, scFv-GFP; Desmoglein-3 (Homo sapiens), P32926; DSG3-coupled beads, scFv-anti-DSG3-GFP binding; active compounds read low; binding (percent of control), % at 10 µM; 310,000 tested, 0.48% active; AID 588358, 2011;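 active = binding more than 3 SD below its plate's average and above zero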;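 also: hits lower antibody fragment binding to DSG3; some compounds called inactive have numbers as strong as hits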
MITF act = activators of MITF-driven TRPM1 promoter reporter, primary screen, cell-based, SK-MEL-5, luciferase, single point | AID 588334, 2011 | SK-MEL-5 TRPM1-promoter luciferase, 24 h; % of positive control, neutral wells = 0 | 300,000 tested, 0.75% active | activation, % at 12.5 µM;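 active = mean activation of at least 80% with every replicate also reaching 80%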;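 also: 0% = neutral control wells and 100% = parthenolide positive control wells; values of inactives mirror those of a sister screen read the other way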
NSD2 HMT inh = NSD2 histone methyltransferase inhibitors, primary screen, biochemical, AlphaScreen, single concentration, set 2 | NSD2 peptide methylation, 120 min | inhibition, % at 12.5 µM | 310,000 tested, 0.54% active; in the data active = inhibition above about 50%
Target sequence (O96028 whole entry, looked up): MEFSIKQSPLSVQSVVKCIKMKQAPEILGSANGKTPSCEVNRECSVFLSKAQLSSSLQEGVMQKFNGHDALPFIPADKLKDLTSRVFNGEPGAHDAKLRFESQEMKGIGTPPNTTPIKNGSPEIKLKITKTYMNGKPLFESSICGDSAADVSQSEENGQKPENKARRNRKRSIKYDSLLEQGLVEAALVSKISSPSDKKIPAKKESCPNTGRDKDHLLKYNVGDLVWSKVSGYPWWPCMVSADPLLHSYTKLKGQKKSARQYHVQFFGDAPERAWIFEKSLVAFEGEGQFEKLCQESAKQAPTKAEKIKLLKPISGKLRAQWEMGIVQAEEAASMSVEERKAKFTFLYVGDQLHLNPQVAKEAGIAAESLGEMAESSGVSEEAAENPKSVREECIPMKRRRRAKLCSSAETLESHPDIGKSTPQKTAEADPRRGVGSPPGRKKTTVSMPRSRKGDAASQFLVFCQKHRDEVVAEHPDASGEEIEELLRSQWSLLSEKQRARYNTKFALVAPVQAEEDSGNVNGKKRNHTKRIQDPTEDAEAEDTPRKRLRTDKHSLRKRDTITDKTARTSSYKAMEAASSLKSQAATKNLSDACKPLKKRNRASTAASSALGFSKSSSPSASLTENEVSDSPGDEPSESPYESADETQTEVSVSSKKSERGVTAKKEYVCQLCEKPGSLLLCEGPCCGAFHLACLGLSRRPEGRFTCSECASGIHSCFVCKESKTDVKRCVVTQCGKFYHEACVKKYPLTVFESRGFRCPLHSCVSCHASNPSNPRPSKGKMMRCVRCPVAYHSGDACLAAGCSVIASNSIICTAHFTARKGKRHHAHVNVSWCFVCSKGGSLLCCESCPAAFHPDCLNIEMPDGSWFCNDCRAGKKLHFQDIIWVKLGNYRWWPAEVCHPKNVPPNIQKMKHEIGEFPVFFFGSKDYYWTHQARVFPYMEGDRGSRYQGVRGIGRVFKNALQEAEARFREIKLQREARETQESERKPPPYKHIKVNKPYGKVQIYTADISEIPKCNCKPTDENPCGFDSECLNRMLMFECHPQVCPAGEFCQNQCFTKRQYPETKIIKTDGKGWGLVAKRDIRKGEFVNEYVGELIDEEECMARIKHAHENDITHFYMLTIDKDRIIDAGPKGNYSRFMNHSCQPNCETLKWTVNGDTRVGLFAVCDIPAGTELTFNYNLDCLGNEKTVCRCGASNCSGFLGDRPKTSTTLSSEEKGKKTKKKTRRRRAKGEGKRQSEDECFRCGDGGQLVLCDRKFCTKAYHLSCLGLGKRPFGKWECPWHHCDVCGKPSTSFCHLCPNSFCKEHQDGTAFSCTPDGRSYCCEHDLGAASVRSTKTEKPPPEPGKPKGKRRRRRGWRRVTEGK
The depositor's hits bear a star; / = no result given.

1) Cc1ccc(C(=O)N2CCN(Cc3ccc4c(c3)OCO4)CC2)cc1S(=O)(=O)N1CCOCC1
2) COc1cccc(CNc2ncc(Br)cc2Br)c1O
3) COc1cc(/C=N/O)cc(Br)c1OCC(=O)NCc1ccccc1
4) Cc1cc2c(cc1C)-c1c(ssc1=Nc1ccc(S(N)(=O)=O)cc1)C(C)(C)N2
5) Cc1cc(C)n(CC(=O)Nc2ccc(N3CCOCC3)c(Cl)c2)c(=O)c1C#N
6) Cc1cc(C)n(C(=O)CCC(=O)Nc2ccc(C)c(C)c2)n1
Compound	1	2	3	4	5	6
SUMO Mot1 rescue	/	-1.3	164.1	10.7	-33.2	57.3
CDK5 inh	1.3	0.4	/	-3.1	-0.8	0.5
SR-BI HDL uptake	/	24.8	-19.3	60.0	0.3	-18.1
PKA-R2B activ	-1.3	-11.3	2.2	-11.2	-9.3	2.4
dFosB activator	-11.3	-3.3	-10.0	0.2	-9.9	0.5
Arrestin-AP2 inh	6.9	-4.6	4.0	3.0	11.7	-12.0
PKA-R1A act	-21.6	-12.1	-2.9	-13.5	5.2	1.6
SR-BI uptake up	/	-24.8	19.3	-60.0	-0.3	18.2
DSG3 Ab inh	105.3	77.9	97.9	100.4	102.0	/
MITF act	-9.4	72.7	1.3	-19.5	-2.6	-3.5
NSD2 HMT inh	0.2	-1.6	-3.9	-0.3	-0.9	-1.0

7) CCCc1nnc(SCC(=O)Nc2nccs2)o1
8) CC(C)NS(=O)(=O)c1cccc2nsnc12
9) Cc1nc(-c2ccc(Br)cc2)ccc1C(=O)O
10) Cc1[nH]c2ccccc2c1C(c1ccncc1)N1CCN(c2ccccc2F)CC1 (stereo not drawn)
11) COC(=O)c1cc(Br)ccc1NC(=O)Nc1ccc(C)cc1
12) CN(C(=O)COC(=O)c1ccc(Cl)c(S(=O)(=O)N2CCCCC2)c1)C1(C#N)CCCCC1
Compound	7	8	9	10	11	12
SUMO Mot1 rescue	-13.0	-8.4	17.9	20.9	148.9	-1.5
CDK5 inh	-1.4	1.6	-1.3	0.5	-3.7	0.3
SR-BI HDL uptake	/	-17.4	-54.6	7.3	14.3	17.9
PKA-R2B activ	-15.9	10.1	-0.6	-12.6	0.5	-12.0
dFosB activator	1.9	-4.4	-6.9	-8.2	6.3	7.6
Arrestin-AP2 inh	0.0	2.8	-3.3	-2.4	3.5	-3.7
PKA-R1A act	1.3	4.3	-5.9	-4.9	-4.6	-5.3
SR-BI uptake up	/	17.3	54.6	-7.3	-14.3	-17.9
DSG3 Ab inh	107.2	108.1	89.8	98.8	74.7	104.4
MITF act	10.4	-2.8	-7.6	-1.0	-4.2	-8.2
NSD2 HMT inh	3.9	0.2	-3.6	0.6	-4.3	-1.4

13) Cc1ccc(S(=O)(=O)N2[C@@H](c3ccc(F)cc3)C(C(=O)O)=CC[C@H]2c2ccc(C(C)C)cc2)cc1
14) CCOC(=O)C1=C(Nc2ccccc2)CC(C)(O)C(C(=O)OCC)C1c1ccc(Br)cc1 (stereo not drawn)
15) CN1CCN(c2nc3c(c(=O)n(C)c(=O)n3C)n2Cc2ccc(Cl)cc2)CC1
16) CC1(C)Nc2ccccc2N(Cc2ccc([N+](=O)[O-])cc2)C1=O
17) Cc1csc(NC(=O)c2ccc[nH]c2=O)n1
18) COc1ccc(S(=O)(=O)Nc2ccc3c(c2)n(C)c(=O)n3C)cc1OC
Compound	13	14	15	16	17	18
SUMO Mot1 rescue	31.0	270.2	288.8*	135.7	-13.2	-3.7
CDK5 inh	-1.7	-2.7	0.7	0.8	1.9	0.3
SR-BI HDL uptake	-14.1	-2.7	7.8	55.5	-26.9	/
PKA-R2B activ	-0.8	-5.0	-0.1	6.0	-3.5	-7.3
dFosB activator	-3.4	-15.8	-5.4	0.5	-11.4	-3.2
Arrestin-AP2 inh	8.6	-3.2	-3.9	13.5	34.9	12.3
PKA-R1A act	3.3	-2.2	-1.3	-11.9	4.5	-15.9
SR-BI uptake up	14.1	2.7	-7.8	-55.4	26.9	/
DSG3 Ab inh	97.3	97.3	99.2	108.3	103.8	/
MITF act	11.6	0.5	1.3	6.9	20.8	-2.5
NSD2 HMT inh	/	-3.4	14.7	9.0	5.2	1.3

19) CCOc1ccc(NC(=O)c2cccc(S(=O)(=O)Nc3c(C)n(C)n(-c4ccccc4)c3=O)c2)cc1
20) COc1ccccc1/C=C/C(=O)NC(=S)NCC1CCCO1 (stereo not drawn)
21) Oc1c(N=NC(=S)Nc2ccccc2F)c2ccccc2n1Cc1ccccc1
22) C=Cn1cc[n+](CC(=O)c2cc(C(C)(C)C)c(O)c(C(C)(C)C)c2)c1
Compound	19	20	21	22
SUMO Mot1 rescue	/	-13.2	/	-19.0
CDK5 inh	-2.4	0.2	-0.7	-0.8
SR-BI HDL uptake	14.9	17.5	-5.6	-6.3
PKA-R2B activ	-5.3	-3.8	-8.3	-16.5
dFosB activator	-5.5	-10.2	-1.3	-0.2
Arrestin-AP2 inh	6.4	7.5	-2.5	3.0
PKA-R1A act	-3.3	-2.0	-6.2	2.9
SR-BI uptake up	-14.9	-17.5	5.6	6.3
DSG3 Ab inh	106.3	102.8	98.2	113.4
MITF act	-7.5	0.1	-21.0	/
NSD2 HMT inh	-2.9	0.7	0.3	1.2

8 compounds from above, arranged by SMILES length, descending:
13) Cc1ccc(S(=O)(=O)N2[C@@H](c3ccc(F)cc3)C(C(=O)O)=CC[C@H]2c2ccc(C(C)C)cc2)cc1
19) CCOc1ccc(NC(=O)c2cccc(S(=O)(=O)Nc3c(C)n(C)n(-c4ccccc4)c3=O)c2)cc1
12) CN(C(=O)COC(=O)c1ccc(Cl)c(S(=O)(=O)N2CCCCC2)c1)C1(C#N)CCCCC1
14) CCOC(=O)C1=C(Nc2ccccc2)CC(C)(O)C(C(=O)OCC)C1c1ccc(Br)cc1 (stereo not drawn)
22) C=Cn1cc[n+](CC(=O)c2cc(C(C)(C)C)c(O)c(C(C)(C)C)c2)c1
18) COc1ccc(S(=O)(=O)Nc2ccc3c(c2)n(C)c(=O)n3C)cc1OC
20) COc1ccccc1/C=C/C(=O)NC(=S)NCC1CCCO1 (stereo not drawn)
17) Cc1csc(NC(=O)c2ccc[nH]c2=O)n1
Compound	13	19	12	14	22	18	20	17
SUMO Mot1 rescue	31.0	/	-1.5	270.2	-19.0	-3.7	-13.2	-13.2
CDK5 inh	-1.7	-2.4	0.3	-2.7	-0.8	0.3	0.2	1.9
SR-BI HDL uptake	-14.1	14.9	17.9	-2.7	-6.3	/	17.5	-26.9
PKA-R2B activ	-0.8	-5.3	-12.0	-5.0	-16.5	-7.3	-3.8	-3.5
dFosB activator	-3.4	-5.5	7.6	-15.8	-0.2	-3.2	-10.2	-11.4
Arrestin-AP2 inh	8.6	6.4	-3.7	-3.2	3.0	12.3	7.5	34.9
PKA-R1A act	3.3	-3.3	-5.3	-2.2	2.9	-15.9	-2.0	4.5
SR-BI uptake up	14.1	-14.9	-17.9	2.7	6.3	/	-17.5	26.9
DSG3 Ab inh	97.3	106.3	104.4	97.3	113.4	/	102.8	103.8
MITF act	11.6	-7.5	-8.2	0.5	/	-2.5	0.1	20.8
NSD2 HMT inh	/	-2.9	-1.4	-3.4	1.2	1.3	0.7	5.2

Compounds as they come, and some 4.7% of all compounds hit somewhere here.
